Assay outcomes (PubChem)
PME-1 primary = PME-1 (human) inhibition | Q9Y570 | recombinant PME-1, FP-Rh probe fluorescence polarization | inhibition, % at 5.9 µM | 0.53% of 320,000 active;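 active = inhibition above the campaign mean of all compounds plus 3 SD, cut at about 26% in these data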;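 note: competitive labeling of PME-1 active site by serine hydrolase directed probe; 0% = PME-1 with DMSO and 100% = wells lacking PME-1 enzyme; inhibitors block probe labeling so polarization falls and inhibition rises; many of its hits are not listed in these tables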
MEX-5 binding = C. elegans MEX-5 TCR-2 RNA binding activity; 0.38% of 300,000 active; MEX-5/FITC-TCR2 RNA binding, fluorescence polarization; stronger effect = lower value; activity score (negative = inhibition of binding), % at 10 µM;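 active = inhibition past about -25% in most replicates, and total fluorescence under double the plate's negative control median, limit read from the data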;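 note: 0% = DMSO and -100% = 5 µM competing unlabeled TCR2 RNA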
MCL1-BIM inh = MCL1-BIM-BH3 interaction inhibition (human); GST-MCL1 / FITC-Bim-BH3 fluorescence polarization; inhibition, % at 10.9 µM; Q07820; AID 2057; 0.68% of 320,000 active;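 active = inhibition above the mean inhibition of all tested compounds plus 3 SD, set per campaign, cut at about 40% in these data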;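 note: 0% = DMSO wells and 100% = unlabeled Bim-BH3 peptide control; higher means more loss of mP so more displacement of Bim peptide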
GLD-1 RNA inh = GLD-1-TGE RNA interaction inhibition (C. elegans). purified GLD-1 + fluorescein TGE RNA, fluorescence polarization. inhibition, % at 5.96 µM. 0.44% of 320,000 active. AID 2280;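 active = percent inhibition above a per-plate cutoff, the plate mean of test compounds plus 3 SD, cut at about 30% in these data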;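 note: 0% = DMSO wells with GLD-1 and probe and 100% = wells lacking GLD-1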
Target sequence (Q17339 whole entry, looked up): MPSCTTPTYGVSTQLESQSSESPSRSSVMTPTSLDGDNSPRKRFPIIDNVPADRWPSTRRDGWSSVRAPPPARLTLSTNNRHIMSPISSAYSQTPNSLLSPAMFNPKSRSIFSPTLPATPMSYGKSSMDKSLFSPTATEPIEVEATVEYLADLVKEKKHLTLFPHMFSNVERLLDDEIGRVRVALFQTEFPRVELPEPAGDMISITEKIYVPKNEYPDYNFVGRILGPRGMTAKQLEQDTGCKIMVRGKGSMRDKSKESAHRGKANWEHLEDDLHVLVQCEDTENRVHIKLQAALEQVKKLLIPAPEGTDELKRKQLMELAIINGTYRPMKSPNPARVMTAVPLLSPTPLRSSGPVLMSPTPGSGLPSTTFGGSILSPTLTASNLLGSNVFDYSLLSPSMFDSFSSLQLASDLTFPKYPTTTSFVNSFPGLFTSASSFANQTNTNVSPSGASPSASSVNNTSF
TPT1 inh = inhibitors of Candida albicans tRNA 2'-phosphotransferase TPT1. AID 1962. 0.81% of 300,000 active. inhibition, % at 5 µM. recombinant caTPT1, FP RNA substrate dephosphorylation;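 active = inhibition above the mean of all tested compounds plus 3 SD, set per screening campaign, cut at about 24% in these data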;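 note: plate controls were DMSO alone for no effect and ferristatin control at 100 nM for full effect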
GSTO1 inh = blocks human GSTO1 in RBBP9 counter-screen. P78417. recombinant GSTO1, activity-based probe fluorescence polarization. inhibition, % at 5.96 µM. 1.1% of 300,000 active. AID 1974;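 active = inhibition above the campaign mean inhibition plus 3 SD, cut at about 35% in these data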;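 note: 0% = GSTO1-1 with DMSO and 100% = wells lacking GSTO1-1 enzyme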
BCLXL inh = blocks human Bcl-xL binding to Bim BH3 peptide; Q07817; GST-Bcl-xL / FITC-Bim BH3 peptide fluorescence polarization; inhibition, % at 10.9 µM; 0.7% of 320,000 active; AID 2129;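 active = inhibition above the mean of all tested compounds plus 3 SD, cutoff set per campaign, cut at about 30% in these data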;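 note: 0% = DMSO wells and 100% = unlabeled Bim-BH3 peptide competitor; inhibitors lower millipolarization by displacing the labeled peptide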
Target sequence (Q07817 whole entry, looked up): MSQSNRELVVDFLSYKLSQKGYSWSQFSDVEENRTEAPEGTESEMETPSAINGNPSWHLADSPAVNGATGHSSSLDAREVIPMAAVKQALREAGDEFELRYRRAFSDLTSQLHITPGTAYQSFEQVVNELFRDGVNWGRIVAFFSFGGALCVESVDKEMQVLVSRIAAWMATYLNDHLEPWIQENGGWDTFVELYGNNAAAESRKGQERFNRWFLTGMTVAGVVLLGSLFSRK
Fam108B inh = Fam108B inhibition, counter-screen for RBBP9 inhibitors | recombinant Fam108B, FP-Rh probe fluorescence polarization | inhibition, % at 9.51 µM | 0.33% of 300,000 active;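 active = inhibition above the screen mean inhibition plus 3 SD, computed separately per campaign, cut at about 18% in these data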;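 note: inhibitors lower polarization as less probe binds the enzyme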
PAD4 FP inh = PAD4 (human) enzyme inhibition; recombinant PAD4, RCA probe fluorescence polarization; inhibition, % at 6.36 µM; 0.41% of 330,000 active; AID 485272;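 active = percent inhibition above a cutoff equal to the mean of all tested compounds plus 3 SD, cut at about 15% in these data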;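 note: 0% = PAD4 with RCA probe and DMSO and 100% = probe without PAD4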
The depositor's hits bear a star; · = no result given. This is a subset. The share of hits here may be higher or lower than overall.

structure	PME-1 primary	MEX-5 binding	MCL1-BIM inh	GLD-1 RNA inh	TPT1 inh	GSTO1 inh	BCLXL inh	Fam108B inh	PAD4 FP inh
Cc1ccc(C(C(=O)NCc2ccco2)N(CC2CCCO2)C(=O)Cn2nnc3ccccc32)cc1 (configuration not stated)	-6	2.4	9	2	-2	-6	4	-2	-4
c1ccc(-n2ncc3c2ncn2cnnc32)cc1	-8	-2.7	5	-2	0	8	5	5	0
O=C(O)CCC(=O)N1c2ccccc2NC2=C(C(=O)CC(c3ccc(F)cc3)C2)C1c1ccc([N+](=O)[O-])o1 (configuration not stated)	-4	-2.4	-1	1	3	-4	-5	-1	-4
Cc1ccc(O)c(C(CC(=O)N2CCCC2)c2ccccc2)c1 (configuration not stated)	-7	1.2	10	7	-6	4	5	-1	12
CCC/C(O)=C1\C(=O)CC(C)(C)CC1=Nc1ccccc1OC	-1	0.0	-2	-12	1	6	2	4	5
CN1C(=O)C2(NCCc3c2[nH]c2ccccc32)c2ccccc21 (configuration not stated)	4	-3.0	5	4	2	8	5	-5	-6
O=C(c1cccc(Cl)c1)N1CCN(C(=O)c2ccccc2F)CC1	2	-2.2	-5	-4	2	15	5	2	1
O=C(NCc1ccc(Cl)cc1)C1CCN(c2cnccn2)CC1	-1	0.4	5	-2	-2	13	6	1	-5
COc1ccc(C2=CC(=O)C[C@H](c3ccc(F)cc3)C2)cc1F	2	·	5	9	·	·	6	·	-2
COc1cc(NC(=O)Cc2ccc(Cl)cc2)ccc1NC(=O)c1ccco1	10	0.1	1	0	-3	-1	-1	2	-3
CC1CCCCC1NC(=O)COC(=O)Cc1ccc(Br)cc1 (configuration not stated)	3	0.3	1	-4	0	0	-2	-5	1
CCc1nnc(NC(=O)Cn2nc(-c3ccccc3OC)ccc2=O)s1	-3	0.8	4	-3	-5	9	6	1	1
Fc1cccc(Nc2nc(Cl)nc(Cl)n2)c1	-5	-0.1	4	3	-1	4	2	-1	6
Cc1cc([N+](=O)[O-])nn1CC(=O)Nc1ccccn1	0	1.6	-1	2	-1	8	1	0	-2
CN(C)CCNC(=O)C(=O)NCC1OCCN1S(=O)(=O)c1cc(F)ccc1F (configuration not stated)	5	2.0	9	6	-2	1	5	5	-5
CCc1ccc(CNC(=O)C2CCN(c3nnc(C)c4c(C)n(-c5ccc(C)cc5)nc34)CC2)cc1	-10	-2.9	-81	-7	2	-2	-46	4	-11
CCCCN(C)C1CCN(C(=S)Nc2cccc(SC)c2)CC1	-5	-1.9	2	3	-1	-7	6	0	1
N#Cc1nc(-c2ccc(Cl)cc2)oc1N1CCCCC1	0	0.3	-1	11	-5	-4	-1	0	5
CCOC(=O)CNC(=O)C1CCCN(c2ncccn2)C1 (configuration not stated)	-5	-2.2	11	4	0	1	-1	-4	-4
CCOC(=O)N1CCC(NC(=O)c2ccc3c(c2)N(Cc2ccc(C)cc2)CCS3)CC1	10	-2.8	5	1	1	-4	1	1	1
CC(Sc1ccc([N+](=O)[O-])cn1)C(=O)Nc1nccs1 (configuration not stated)	3	0.2	9	0	-2	0	11	3	-2
CCc1ccc(NC(=O)CNC(=O)Cn2ccc3ccccc3c2=O)cc1	2	-1.7	0	6	-2	9	6	2	2
O=C(Nc1ccccc1C(F)(F)F)c1ccc(F)c(S(=O)(=O)N2CCOCC2)c1	-5	2.4	-4	5	1	8	1	-2	-1
Cc1cc(C)c(S(=O)(=O)Nn2cnnc2)c(C)c1	-3	0.2	-7	2	-1	6	0	1	-4
Fc1ccccc1-n1[nH]nnc1=S	2	2.8	8	8	-1	4	-1	3	0
COc1ccc2ccccc2c1CNC(=O)CC1C(=O)NCCN1CC(C)C (configuration not stated)	-7	3.6	1	-8	20	0	12	-3	-6
COc1cccc(C(=O)Nc2cccc(-c3nnc(-c4ccccc4)o3)c2)c1	-1	2.0	5	4	0	8	0	-17	-5
CCCCn1c(=O)nc2n(-c3ccccc3C)c3ccccc3cc-2c1=O	2	0.2	9	-7	1	2	7	-6	-5
O=C(CSc1ccccc1)NNC(=O)c1ccccc1O	3	2.2	8	-10	2	-1	5	4	1
N=c1ccn2c(n1)OC1C(O)C(CO)OC12 (configuration not stated)	-3	0.8	-1	1	-1	-2	3	-3	-1
COc1ccc(N2C(=O)C3CCCN3C2c2ccccc2)cc1Cl (configuration not stated)	5	-0.3	2	3	-1	0	4	3	0
Cc1cc2cc3c(cc2nc1SCC(=O)N1CCOCC1)OCO3	-4	1.3	2	0	-2	0	-2	0	-1
CCc1cccc2c1NC1(CCCC1)CC2C (configuration not stated)	1	0.2	1	2	-1	8	-5	1	2
O=C(COC(=O)c1cccc(S(=O)(=O)NCc2ccccc2)c1)NCC1CCCO1 (configuration not stated)	6	2.0	-8	-1	-2	2	3	3	-8
COc1cccc(C(=O)NC(=S)N2c3ccccc3CC2C)c1OC (configuration not stated)	-2	0.8	7	2	-1	6	6	1	1
Cc1ncoc1C(=O)NC1CC(C)(C)Cc2c1cnn2-c1ccc(F)cc1 (configuration not stated)	-3	1.1	0	4	-1	6	5	1	1
Cc1ccc(-c2nc(N)sc2C)cc1	1	1.0	-7	3	-3	8	3	4	-6
COc1cccc(N2CC(NC(=O)C(=O)c3c[nH]c4ccccc34)CC2=O)c1 (configuration not stated)	3	1.7	-1	6	1	-2	4	-2	-5
C=CCN1C2CCCC1CC(NC(=S)Nc1ccc(Cl)cc1)C2 (configuration not stated)	1	2.2	-6	-3	-1	-3	2	-1	1
CCC(=O)Oc1ccc2c(C)c(Cl)c(=O)oc2c1	0	0.2	0	-8	1	0	-4	0	3
Cc1cnc(CNC(=O)c2ccc3oc(C(C)C)nc3c2)[nH]1	6	4.6	2	-3	-2	0	7	2	0
COc1ccc(OCCCSc2ncccn2)cc1	4	-0.6	2	9	-4	1	6	5	0
O=C(CCN1C(=O)C2C3C=CC(C3)C2C1=O)NCC1CCCO1 (configuration not stated)	-3	1.4	1	-8	-2	-15	8	-2	-10
COc1ccc(CCNC(=O)/C=C/c2ccc(C)cc2)cc1OC	5	2.8	3	1	-3	2	6	1	7
C/C=C/c1ccc(OCCCCNCc2ccco2)c(OC)c1	-3	-1.9	6	4	1	3	7	-4	-7
Cc1[nH]c2c(C(=O)N3CCCC(CCC(=O)NCc4ccccc4F)C3)cccc2c1C (configuration not stated)	29*	0.1	11	4	-1	7	13	3	0
Nc1nonc1/C(=N/O)N1CCCC1	-4	0.7	6	0	-6	2	6	3	-4
COCCNC(=O)COc1ccc(C)cc1C	1	-0.7	7	2	-2	4	4	0	4
Clc1ccccc1-c1ncc(-c2ccccc2)o1	-7	0.4	-6	-1	0	2	1	-5	-1
COc1ccc(-c2coc3cc(OC(=O)N4CCOCC4)ccc3c2=O)cc1	6	1.7	2	2	-1	0	5	-2	0
COc1ccc(N2C(=O)CSC2c2ccc(F)cc2)cc1 (configuration not stated)	0	0.7	3	-7	-1	2	2	0	-4
COc1cccc(OC)c1C(=O)Nc1ccc(N2CCN(C(=O)c3cccs3)CC2)cc1	-4	0.9	1	8	-2	-7	2	-1	-1
COc1cc(CC(=O)NCCCc2ccccc2)cc(OC)c1OC	-2	-0.2	1	3	-5	5	2	-3	1
Cc1ccc2[nH]c(=O)c(CN(Cc3cccnc3)C(=O)c3ccncc3)cc2c1	3	1.8	8	-2	-2	1	4	-1	-2
CCN(CC(=O)NC1CCS(=O)(=O)C1)S(=O)(=O)c1cc([N+](=O)[O-])ccc1C (configuration not stated)	-3	0.0	9	-4	0	0	3	0	1
CC(=O)N1CCc2cc(S(=O)(=O)CCC(=O)NCc3ccc(Cl)cc3)ccc21	2	3.1	3	6	3	-15	12	-3	-6
CN1CCC(=O)N([C@H](CN=[N+]=[N-])Cc2ccccc2)CC1	1	3.5	7	-5	0	5	2	3	1
CC(=O)Nc1ccccc1NC(=O)C/C(C)=N/NC(=O)C(=O)Nc1cccc(Cl)c1C	3	-0.3	3	-1	-5	4	2	-1	-1
CCCCC(=O)Nc1ccc(NC(=O)c2ccccc2OC)cn1	-6	0.5	-4	-6	-4	1	5	4	2
CCOC(=O)c1nnc2cc(-c3ccc(Br)cc3)nn2c1C	7	3.2	2	5	1	-7	6	3	-5

An excerpt from above, limited to BCLXL inh, PAD4 FP inh and PME-1 primary.
| smiles | BCLXL inh | PAD4 FP inh | PME-1 primary |
| --- | --- | --- | --- |
| CCCCC(=O)Nc1ccc(NC(=O)c2ccccc2OC)cn1 | 5 | 2 | -6 |
| O=C(COC(=O)c1cccc(S(=O)(=O)NCc2ccccc2)c1)NCC1CCCO1 (configuration not stated) | 3 | -8 | 6 |

(next part)
structure	PME-1 primary	MEX-5 binding	MCL1-BIM inh	GLD-1 RNA inh	TPT1 inh	GSTO1 inh	BCLXL inh	Fam108B inh	PAD4 FP inh
CC(C)CNS(=O)(=O)c1ccc(OCC(=O)NCC2CCCO2)c(Cl)c1 (configuration not stated)	5	-1.4	5	6	-2	-3	2	-2	-1
COC(=O)/C(=C\Nc1ccc(Cl)cc1Cl)NC(=O)c1ccc(OC)cc1	-13	-0.4	-1	-4	2	1	-5	0	-1
Cn1ccnc1SCC(=O)NC1CC1	3	2.3	4	6	2	1	4	-1	1
NS(=O)(=O)c1ccc(CNC(=O)C23CC4CC(CC(C4)C2)C3)cc1	3	-1.7	-2	6	-3	6	1	5	-2
